# Screening results: PubChem BioAssay, several laboratories
# S1P4 agonist – activates the human S1P4 receptor | O95977 | S1P4-expressing cell line, agonist reporter assay | activation, % at 4.98 µM | actives 0.35% (n = 220,000) | AID 1509; in the data active = activation above about 11%;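 note: 0% = DMSO vehicle and 100% = reference agonist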
# EP2 mod – modulators of human EP2 prostaglandin E2 receptor | EP2-expressing cells, cAMP HTRF FRET, PGE2 co-stimulation | P43116 | actives 0.83% (n = 260,000) | AID 940 | induction, % at 25 µM;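 active = compounds whose cAMP rise, as percent of the full-agonist control response, exceeds 60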;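 note: rat C6 glioma line stably carrying human EP2 under a CMV promoter; the protocol text gives 20 µM as final concentration; 100% = response of wells given 1 µM PGE2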
# p97 inhibitor – human p97 ATPase inhibition; actives 0.42% (n = 220,000); P55072; recombinant p97 ATPase, Kinase-Glo ATP luminescence, 3 h; inhibition, % at 8 µM; in the data active = inhibition above about 15%;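 note: 0% = DMSO vehicle and 100% = wells lacking enzyme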
# PGE2 EP2 inh – inhibitors of human EP2 prostaglandin E2 receptor; AID 1422; C6 glioma cells expressing human EP2, cAMP TR-FRET; cells stimulated with saturating PGE2; actives 0.52% (n = 260,000); inhibition, % at 25 µM; P43116;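 active = percent inhibition above 40 after rounding to a whole number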;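 note: rat C6 glioma host cells with rolipram phosphodiesterase inhibitor present; the protocol text gives 20 µM as final concentration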
# eIF4E-4G inh – eIF4E/eIF4G interaction inhibition in translation initiation | P63073+Q04637 | TR-FRET eIF4E-eIF4GI(517-606) binding, 2 h | AID 782 | actives 0.37% (n = 220,000) | inhibition, % at 21.7 µM;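 active = inhibition above about 30%, limit read from the data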;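 note: 0% = full FRET control wells and 100% = background wells lacking eIF4GI fragment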
# NPY2 pot ag – potentiates or activates human NPY-Y2 receptor | P49146 | cells expressing NPY-Y2, potentiator/agonist read-out | activation, % at 3.6 µM | actives 0.45% (n = 220,000) | AID 1359; in the data active = activation above about 27%;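 note: cells stimulated with NPY near EC25 plus isoproterenol at EC100; 0% = vehicle plus submaximal agonist and 100% = vehicle plus saturating agonist; some results beyond the cut were filed as inactive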
# Target sequence (P49146 whole entry, looked up): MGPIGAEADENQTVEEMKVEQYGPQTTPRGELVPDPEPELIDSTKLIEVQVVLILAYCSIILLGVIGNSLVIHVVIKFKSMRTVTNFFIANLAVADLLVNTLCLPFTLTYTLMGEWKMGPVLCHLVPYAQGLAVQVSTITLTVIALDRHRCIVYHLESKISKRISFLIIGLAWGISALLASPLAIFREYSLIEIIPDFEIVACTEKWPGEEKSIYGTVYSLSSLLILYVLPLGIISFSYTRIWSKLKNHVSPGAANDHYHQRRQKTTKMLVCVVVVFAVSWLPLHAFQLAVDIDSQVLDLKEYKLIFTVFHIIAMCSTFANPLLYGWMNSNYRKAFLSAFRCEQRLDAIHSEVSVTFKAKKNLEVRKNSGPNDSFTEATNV
# NPY Y1 blocker – NPY-Y1 (human) receptor antagonism; AID 1040; HEK293-CNG Y1 cells, membrane potential fluorescence; NPY at EC95, then isoproterenol; inhibition, % at 3.6 µM; actives 1% (n = 200,000); P25929;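 active = inhibition above the campaign mean inhibition of all tested compounds plus 3 SD, cut at about 20% in these data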;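 note: 0% = DMSO wells given NPY plus isoproterenol and 100% = isoproterenol alone without NPY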
# Target sequence (P25929 whole entry, looked up): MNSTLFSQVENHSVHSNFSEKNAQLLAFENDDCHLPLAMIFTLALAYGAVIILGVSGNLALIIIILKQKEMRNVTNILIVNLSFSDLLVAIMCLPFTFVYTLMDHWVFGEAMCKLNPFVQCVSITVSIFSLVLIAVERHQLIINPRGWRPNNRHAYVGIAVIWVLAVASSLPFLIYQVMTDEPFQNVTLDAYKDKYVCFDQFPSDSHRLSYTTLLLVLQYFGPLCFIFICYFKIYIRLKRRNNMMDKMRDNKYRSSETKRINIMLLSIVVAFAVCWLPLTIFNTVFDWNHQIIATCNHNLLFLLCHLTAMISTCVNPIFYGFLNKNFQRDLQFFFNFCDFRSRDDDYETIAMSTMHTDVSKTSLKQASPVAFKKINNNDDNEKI
#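 Assay system: HEK293 cells with Y1 receptor plus CNG channel | Probe or stimulus: NPY (25 nM), isoproterenol (1 µM), Ro 20-1724 (25 µM) | Timing: Compound incubation 1 h at room temperature, readout 45 min post-stimulation | Measured by: Membrane-potential fluorescent dye readout | Benchmarks: High control isoproterenol alone, low control NPY with isoproterenol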
# NPY-Y1 PAM-ag – potentiators or agonists of human neuropeptide Y receptor Y1. P25929. NPY-Y1 expressing cells, potentiator/agonist activation. activation, % at 3.6 µM. actives 0.37% (n = 220,000). AID 1304; in the data active = activation above about 33%, passing the limit was not always enough;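 note: cells stimulated with NPY at EC10 then isoproterenol at EC100; 0% = low agonist plus stimulus and 100% = saturating agonist plus stimulus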
# S1P4 antag – blocks the human S1P4 receptor | S1P4-expressing cells, antagonist mode, reporter read-out | inhibition, % at 4.98 µM | actives 0.26% (n = 220,000) | O95977; in the data active = inhibition above about 29%;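 note: 0% = wells stimulated with agonist and 100% = vehicle wells without agonist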
# An asterisk follows results filed as active; . = not tested or not shown; & = joins results of further samples; [ ] = remark or other dose. Not all compounds are listed. The share of hits here may be higher or lower than overall.
SMILES,S1P4 agonist,EP2 mod,p97 inhibitor,PGE2 EP2 inh,eIF4E-4G inh,NPY2 pot ag,NPY Y1 blocker,NPY-Y1 PAM-ag,S1P4 antag
COc1ccc(CCNC(=O)C2CCN(S(=O)(=O)N3CCCCCC3)CC2)cc1OC,0.9,23,-1,.,-2,-1,2,21,2
Cc1onc(-c2ccccc2Cl)c1C(=O)NCc1ccco1,1.0,10,-1,13,4,-12,3,-10,-16
COC(=O)Cn1c2ccc(OC)cc2c2nc(C)sc21,-3.2,3,7,12,-1,-21,.,23,2
CCOC(=O)C1=C(N)N2C(=O)C(C)SC2=C(C(=O)OCC)C1c1ccccc1 (configuration not stated),-1.9,62*,4,9,-6,14,0,-27,6
COc1ccccc1-c1nnc(SCC(=O)N2CC(C)CC(C)C2)o1 (configuration not stated),0.6,9,-9,6,-4[fluorescence artefact?],-11,-2,-6,-1
CCN1C(=O)CC(NCc2ccc(S(N)(=O)=O)cc2)C1=O (configuration not stated),1.5,-3,5,6,0,-2,.,10,0
Cc1cc(C(=O)N/N=C/C=C/c2cccc([N+](=O)[O-])c2)n[nH]1,-0.6,-35,3,3,0,-11,0,10,-20
CC(C)[C@@H](C(=O)NCC1CCC(C(=O)O)CC1)n1nnc2ccccc2c1=O (some centres not stated),0.5,0,-2,9,0,-9,-1,-8,-8
COCC(=O)Nc1nc(-c2ccccc2)ns1,-0.1,-18,5,2,4,8,0,-20,13
CCOC(=O)C1CCCN(C(=O)c2cc(-c3ccc(C)cc3)on2)C1 (configuration not stated),0.0,-27,-5,5,3[fluorescence artefact?],-1,9,-7,-3
CC(=O)Nc1ccc(NC(=O)c2ccc(CSc3ccccc3)o2)cc1,-0.2,-78,2,7,0,14,-6,4,-3
Cc1c(Br)c([N+](=O)[O-])nn1CC(=O)N(C)Cc1ccccc1,-0.3,11,4,9,4,20,3,18,-15
CC1CCC(C(=O)NC(C(=O)N2CCN(c3ccccn3)CC2)C(C)C)CC1 (configuration not stated),0.5,30,7,.,1[fluorescence artefact?],9,2,1,-7
CC(=O)Nc1ccc(/C=C/c2ccc3cccc([N+](=O)[O-])c3n2)cc1,0.3,-16,4,10,0,-5,.,12,-1
CC(C)(C)c1ccc(OCC(=O)NC2CCS(=O)(=O)C2)cc1 (configuration not stated),-1.6,6,0,8,-2,1,-2,-6,-13
CC(C)Cc1nnc(NC(=O)CSc2nc(-c3ccccc3)cc(=O)[nH]2)s1,1.3,-2,2,5,-4,-18,0,-20,5
O=C(O)COc1c(-c2ccccc2)oc2ccccc2c1=O,-2.2,26,5,6,8,0,4,-13,24
CN(C)C1=NC(=O)/C(=C\c2ccccc2)S1,-1.7,10,1,7,2,-2,1,9,-8
c1cc2c(cc1Cn1cnnn1)OCO2,-0.2,15,4,22,2,4,-1,8,-13
Cc1ccc(-c2cc(N)n3nc(-c4ccc(C)cc4)cc3n2)cc1,2.8,11,-4,.,-8,-12,2,-20,-21
CCOC(=O)CCn1c(CC(=O)OCC)nc2ccccc21,3.5,25,2,5,1,-7,1,-24,3
O=C(NNC(=O)C1COc2ccccc2O1)c1ccccc1 (configuration not stated),-3.2,7,-4,4,-12,-7,6,8,3
Cc1nn(CCC#N)c2nc(-c3ccccc3)cc(C(F)(F)F)c12,-1.3,-8,3,17,-1,15,-1,-5,-2
O=C(Nc1ccccc1)NC1(C(=O)NCc2ccco2)CCCCC1,-1.5,2&32,0,6&5,2[fluorescence artefact?],-3,3,9,-6
CC(C)c1cc(=O)oc2c3c4c(cc12)CCCN4CCC3,1.4,54,3,3,10,0,-1,-4,-22
Cc1c(C(=O)N2CCN(C(=O)c3ccco3)CC2)sc2nc(-c3ccc(F)cc3)cn12,0.3,-14,2,11,5,-11,3,-14,-1
CN1CCN(S(=O)(=O)c2ccc(-c3ccc(Cl)cc3)cc2)CC1,-1.4,-13,2,1,4,12,-4,7,-11
Cc1cc2cc(C)c3nnc(SCC(=O)Nc4ccc(S(=O)(=O)N5CCCCC5)cc4)n3c2cc1C,-1.4,-5,4,11,3[fluorescence artefact?],4,-3,0,0
S=C(NC1CCCCC1)N1CCOCCOCCN(C(=S)NC2CCCCC2)CCOCCOCC1,-0.6,10,-8,3,-12,-2,.,17,1
C=C(C)C1CCC(C)=C1COC(=O)Nc1ccccc1 (configuration not stated),-0.5,-26,0,13,-1,-15,12,-26,-9

# Arranged by the number under NPY2 pot ag (largest number first): three from the list above
Structure	NPY2 pot ag
O=C(O)COc1c(-c2ccccc2)oc2ccccc2c1=O	0
CCOC(=O)CCn1c(CC(=O)OCC)nc2ccccc21	-7
CC(C)Cc1nnc(NC(=O)CSc2nc(-c3ccccc3)cc(=O)[nH]2)s1	-18

# More records follow:
SMILES,S1P4 agonist,EP2 mod,p97 inhibitor,PGE2 EP2 inh,eIF4E-4G inh,NPY2 pot ag,NPY Y1 blocker,NPY-Y1 PAM-ag,S1P4 antag
O=C1CN(C(=O)c2ccc(Br)o2)C(c2ccc(F)cc2)c2cc(Cl)ccc2N1 (configuration not stated),1.7,20,8,11,3,1,3,6,-7
Cn1c(N)c(S(=O)(=O)N2CCN(Cc3ccccc3)CC2)c(=O)n(C)c1=O,-1.0,3,-7,10,-1,-6,-3,4,4
Cc1ccc(C(NC(N)=O)c2ccccc2C)cc1 (configuration not stated),0.6,16,3,9,8[fluorescence artefact?],11,0,23,-10
CC(C)(C)OC(=O)NCCCCCc1nnc(SCc2cccc(F)c2)o1,-0.5,1,-3,9,-2,9,.,18,11
CC(C)(C)OC(=O)c1c(N)n(CCCN2CCCC2=O)c2nc3ccccc3nc12,0.4,-4,2,.,4,0,4,21,12
O=C1NC(=Nc2ccc(Cl)cc2)SC1Cc1cccc(Cl)c1Cl (configuration not stated),0.0,-3,4,3,2,6,-1,-2,-22
CCCCNC(=O)NCCN1CCOCC1,-1.3,3,-4,4,-2,-32,.,-11,4
O=C(COC(=O)CNS(=O)(=O)/C=C/c1ccccc1)NC1CCS(=O)(=O)C1 (configuration not stated),0.0,3,2,17,-1,1,4,11,-10
CCCCCC(=O)NC(=S)Nc1ccc(NC(=O)c2ccco2)cc1,-0.5,-28,-11,-1,-39,-7,7,1,-15
Cc1cc(=O)c2ccc(C(F)(F)F)cc2[nH]1,-1.3,-18,-2,8,0,-9,.,-13,-13
CCCc1cc(C(=O)Nc2ccc(F)cc2F)no1,3.1,12,7,8,2[fluorescence artefact?],-6,0,-7,-31
Cc1nc(SCC(=O)Nc2ccc(Cl)cc2[N+](=O)[O-])nc(C)c1C,0.9,16,2,12,-1[fluorescence artefact?],9,1,-15,-3
Cc1ccccc1Cc1ccc(Cl)nn1,-0.3,4,-3,2,-3,-14,-5,-6,6
COc1ccc(OC)c(N(CC(=O)Nc2cccnc2)S(C)(=O)=O)c1,-0.1,10&17,2,10&-9,4,-5,4,-5,1
COc1ccc(Nc2c3c(nc4c(-c5ccccc5)c(C)nn24)CCC3)cc1,0.9,18,-4,8,7,-10,3,-1,-12
CCC1=Nc2cc(C(=O)NCCCOC)ccc2Sc2ccccc21,-0.9,11,-5,13,-2,4,9,-24,3
CN(CC(=O)NCc1ccc2c(c1)OCO2)S(=O)(=O)c1ccc(Br)s1,-3.9,-33,0,6,0,-28,7,-38,-11
COc1cc(CC(=O)Nc2ccc(Cl)c(C(F)(F)F)c2)cc(OC)c1OC,-0.6,-12,3,10,4,8,-1,-1,-5
O=C(C1CCCN(Cc2ccccc2Br)C1)N1CCCCC1 (configuration not stated),-0.6,23,-4,5,10,-4,3,-22,8
Cc1ccc(Nc2nc3c([nH]2)c(=O)[nH]c(=O)n3C)cc1,0.0,-18,2,.,-8,-8,1,10,-18
O=C(CNC(=O)c1ccco1)OCC(=O)c1ccc2c(c1)CCCC2,0.6,16&41,1,5&14,0[fluorescence artefact?],1,1,-7,3
C/C(Cn1nc([N+](=O)[O-])cc1C)=N\NC(=O)c1ccc(O)cc1O,-0.1,21,4,10,-2,-10,-1,8,11
Cc1ccc(F)cc1NC(=O)c1ccc2c(c1)OCO2,-0.7,10,1,5,-1[fluorescence artefact?],-23,-3,-27,-7
O=C(c1cc(-c2ccc(Cl)cc2)on1)N1CCOCC1,1.3,11,-5,8,-4,1,2,6,-41
C=CCc1ccc(OCCCOc2ccc(C(=O)O)cc2)c(OC)c1,0.1,45,0,6,-1,12,0,-7,3
CN1CCN(C(=O)/C=C/c2ccc3c(c2)OCO3)CC1,1.3,-5,-2,9,-1[fluorescence artefact?],-5,1,-10,-23
COc1ccc(NC(=O)CN(c2ccc([N+](=O)[O-])cc2)S(=O)(=O)c2ccccc2)cc1,0.3,23,3,11,-2,10,4,13,-15
Brc1ccc(Oc2ncc(CN3CCN(c4ccccc4)CC3)s2)cc1,1.5,-41,-3,8,-12,-3,7,-17,-20
COc1ccc(C(=O)C(C)N(C(=O)c2ccc(Cl)cc2Cl)N2C(=O)C3C4C=CC(C4)C3C2=O)cc1 (configuration not stated),-2.9,18,1,6,2,10,5,15,4
O=C(CSc1nc2ccccc2[nH]1)N1CCN(c2ccc(F)cc2)CC1,0.2,-8,3,17,-4,-5,-3,-2,-12
CCOc1ccccc1NS(=O)(=O)c1c(C)noc1C,-1.6,2,0,4,1,5,0,1,-5
O=[N+]([O-])c1ccccc1OCc1nc(-c2cccs2)no1,0.6,-25,5,8,1,6,-6,5,-6
CC(C)CC(NC(N)=O)C(=O)OCC(=O)Nc1ccc(OC(F)F)cc1 (configuration not stated),1.8,-6,2,2,2,18,0,3,-10
CCOC(=O)c1cc2ccccc2n1CCN(CC)CC,-3.5,12,6,8,2,-28,25*,-25,-10
O=C1C(Cl)=C(N2CCOCC2)C(=O)N1CCc1ccccc1,-2.5,-13,-3,6,6,10,2,-19,-1
Cc1cccc(OCCNc2cc(N3CCN(CCO)CC3)ccc2[N+](=O)[O-])c1,1.7,-7,-4,7,7,-7,3,16,-14
Cc1ccccc1OCCn1c(CCNC(=O)C(C)C)nc2ccccc21,-0.3,2,2,4,2,1,15,14,1
Cc1c(Br)c([N+](=O)[O-])nn1CC(=O)N1CCCc2ccccc21,2.2,-11,-1,9,1[fluorescence artefact?],-10,-3,4,-16
Cc1c(Cl)cccc1NC(=O)CN1CCN(CCO)CC1,-1.4,21,-1,5,4[fluorescence artefact?],-1,4,-20,-21
COc1cccc(C2NC(=O)NC(C)=C2C(=O)Nc2ccc(C)cc2)c1OC (configuration not stated),-1.1,12,3,11,0,1,2,10,-8
COc1ccc(C2NC(=O)CS2)cc1 (configuration not stated),-0.6,37,5,10,-1[fluorescence artefact?],-1,2,-7,-21
COC(=O)C1=C(C)NC2=C(C(=O)CCC2)C1c1ccsc1 (configuration not stated),0.8,22,6,17,1,6,-3,8,2
O=C(NC1CCCC1)C(c1ccncc1)N(C(=O)Cc1cccs1)c1ccccc1 (configuration not stated),2.8,-35&8,4,9&10,-3,12,12,9,10
Nc1c(-c2ccc(F)cc2)cnc2ncnn12,0.2,18,2,7,-1,-9,0,-13,-12
C#CC(C)(C)NC(=O)c1ccccc1OC,-0.6,24,-1,9,7[fluorescence artefact?],-16,2,-14,-19
Cc1ccc(NC2OC(C(O)CO)C(O)C2O)cc1[N+](=O)[O-] (configuration not stated),2.6,18,5,12,-2[fluorescence artefact?],-12,5,12,9
CC1=C/C(=C/N(C)C)C(=O)O1,0.9,-11,9,4,-4,0,-4,11,21
